NCI-60 one-dose screen, 48 h, at 10 µM unless noted. Numbers give growth in % (100 = growth as untreated, 0 = no growth, -100 = all killed).
M14 – M14 melanoma | 6.2% of 80,000 active
SK-MEL-28 – SK-MEL-28 melanoma | 4.1% of 81,000 active | AID 1794761
A549/ATCC – A549/ATCC NSCLC | AID 1794740 | 3.7% of 81,000 active
SK-MEL-5 – SK-MEL-5 melanoma; 6.4% of 80,000 active
UACC-257 – UACC-257 melanoma; 4.4% of 78,000 active
EKVX – EKVX NSCLC; 3% of 71,000 active; AID 1794765
UACC-62 – UACC-62 melanoma; 5.4% of 81,000 active; AID 1794756
HOP-92 – HOP-92 NSCLC cells | 6.3% of 71,000 active | AID 1794738
* = called active by the depositor; / = not tested or not shown; & = joins results of further samples. How the source made its calls: active means growth percent below 10; inactive means the rest.

SMILES	M14	SK-MEL-28	A549/ATCC	SK-MEL-5	UACC-257	EKVX	UACC-62	HOP-92
O=C1NC(=O)[C@@H](CC(=O)n2c(-c3ccccc3)nc3ccccc32)N1	100	109	109	100	116	94	98	98
CCCCCC(=O)OC1CCC(C(C)C)CC1 (stereo not drawn)	103	110	98	102	/	100	107	86
COc1ccc(Cn2c(-c3nonc3NC(C)=O)nc3ccccc32)cc1	86	97	88	87	113	/	65	83
Cc1cccc(-c2nnc(-c3nc4ccccc4nc3Cl)o2)c1	98	102	101	99	98	101	94	/
CC1=C(C(=O)Nc2ccccc2)C(c2ccc3ccccc3c2)n2c(nc3ccccc32)N1 (stereo not drawn)	67	63	8.8*	87	81	85	75	64
CN(CCC#N)c1ccc(/C=C2\NC(=O)NC2=O)cc1	96	109	111	102	93	79	91	79
Cc1ccc2ccc(C#N)cc2c1O	99	99	104	95	102	113	102	107
O=[N+]([O-])c1ccc(/C=N\NC(=S)N/N=C/c2ccc([N+](=O)[O-])cc2)cc1	102&110	104&111	99	99&105	96&117	87&99	97&102	98&73
COc1ccc(C(=O)c2ccc(Cl)cc2)c(OC)c1OC	115	117	99	/	105	109	107	96
CCCCCCCCCC1OC(C)C(C)O1 (stereo not drawn)	94	102	19	101	98	102	99	83
O=[N+]([O-])c1ccc(/C=c2\sc3scc(-c4ccc([N+](=O)[O-])cc4)[n+]3\c2=C/c2ccc([N+](=O)[O-])cc2)cc1	97	99	107	98	105	101	89	87
C/C(=C(/c1ccccc1)c1ccc(N2C(=O)c3cccc4c(NCCO)ccc(c34)C2=O)cc1)c1ccccc1	84	98	93	90	101	90	73	88
O=[N+]([O-])c1cc2ccccc2c(O)c1O	108	117	87	108	107	101	104	/
Cc1ccc(N2CCN(CC(O)COc3ccccc3Cl)CC2)cc1 (stereo not drawn)	99	100	92	95	106	118	90	93
O=S(=O)(NCCCNc1nccc(-c2c(-c3ccc(F)cc3)nc3sccn23)n1)c1ccc(C(F)(F)F)cc1	59	85	47	30	92	/	47	76
S=C(NCc1ccco1)NCc1ccco1	107	108	105	103	116	115	101	/
CSc1ccc(CNc2ccc(N3CCOCC3)c(C(=O)O)c2)cc1	98	97	107	101	104	104	102	110
CCCCCOC(=O)c1ccc(NC(=O)CNCC(C)C)cc1	97	105	88	96	99	91	92	54
O=C1/C(=C/c2ccc(Cl)cc2)N=C2SC3C(=NNC3c3ccc(Cl)cc3)N12 (stereo not drawn)	69	108	48	97	/	/	83	83
COc1cc2c(c(OC)c1OC)C1(NCC2)C(=O)Nc2ccccc21 (stereo not drawn)	95	97	88	100	84	87	92	81
O=C1NC(=S)S/C1=C\c1cn(-c2ccccc2)nc1-c1ccc([N+](=O)[O-])cc1	20	18	15	-33*	-11*	9.4*	8.0*	/
CC(C)CSc1ncnc2nc[nH]c12	98	101	103	96	98	95	85	69
C=CCC(=O)N[C@@H](Cc1ccc(-c2cc(Cl)cc(Cl)c2)cc1)[C@@H](O)[C@H](O)C(=O)O	97	107	79	98	/	98	94	97
COc1ccc(/C(C)=C(\c2ccc(O)cc2)c2ccc(OCCN3CCCCCC3)cc2)cc1	100	104	96	103	100	92	98	81
N#CC1c2ccccc2C=CN1C(=O)c1ccccc1 (stereo not drawn)	99&100	122&103	107&104	107&97	113&103	93&106	84&97	76
COC(=O)c1ccc(NC(=O)c2ccc(-c3cccc([N+](=O)[O-])c3)o2)cc1	101	100	108	98	102	79	96	95
O=[N+]([O-])c1cccc(-c2csc(Nc3nc(-c4ccncc4)nc(C(Cl)(Cl)Cl)n3)n2)c1	97	101	108	99	109	86	90	98
COc1ccc(CSc2nc3ccc(C)cc3c(=O)n2-c2ccc(OC)cc2)cc1	116	104	104	105	109	/	106	84
COc1ccc2nc(SCC(=O)NCc3ccccc3)[nH]c2c1	92	100	87	85	92	91	80	77
CCN(CC)CCOc1ccc2ccc(=O)oc2c1	95	100	100	102	93	105	95	-15*
COc1ccc(-n2c(-c3csc(N)n3)n[nH]c2=S)cc1	94	108	93	101	95	106	107	98
CC1=C(C(=O)Nc2ccc(F)cc2)C(c2ccccc2)C2=C(CC(C)(C)CC2=O)N1 (stereo not drawn)	83	68	77	38	84	/	56	-3.3*
CCn1c2ccccc2c2cc(C3CC3)ccc21	102	111	98	100	108	100	98	99
Cc1cc(CC(=O)O)cc(C)c1C	104	106	83	105	110	103	105	92
O=C1NC2(c3ccccc3)NC(=O)NC2(c2ccccc2)N1 (stereo not drawn)	111&109	108&114	98&98	104	108&109	107&112	104&107	93&92
CCO/C=N/C1=C(C#N)C(c2ccc(Cl)cc2)c2c(c3cc(C)ccc3[nH]c2=O)O1 (stereo not drawn)	95	99	90	88	93	82	73	61

Reformatted: three of the compounds above.
Sequence of screens: M14 | SK-MEL-28 | A549/ATCC | SK-MEL-5 | UACC-257 | EKVX | UACC-62 | HOP-92
- CCCCCCCCCC1OC(C)C(C)O1 (stereo not drawn)
 : 94 | 102 | 19 | 101 | 98 | 102 | 99 | 83
- O=[N+]([O-])c1ccc(/C=c2\sc3scc(-c4ccc([N+](=O)[O-])cc4)[n+]3\c2=C/c2ccc([N+](=O)[O-])cc2)cc1
 : 97 | 99 | 107 | 98 | 105 | 101 | 89 | 87
- C/C(=C(/c1ccccc1)c1ccc(N2C(=O)c3cccc4c(NCCO)ccc(c34)C2=O)cc1)c1ccccc1
 : 84 | 98 | 93 | 90 | 101 | 90 | 73 | 88

Later entries:
SMILES	M14	SK-MEL-28	A549/ATCC	SK-MEL-5	UACC-257	EKVX	UACC-62	HOP-92
O=C(O)c1cc(O)ccc1O	104	99	100	104	98	112	99	88
CCCCCCCCSC(=O)n1cc(F)c(=O)[nH]c1=O	74	73	34	61	77	85	47	70
COc1cc(NCC(=O)Nc2cc(Nc3ccc(C(F)(F)F)cc3)ncn2)c(Cl)c(OC)c1Cl	95	92	95	103	107	88	86	108
COc1ccccc1-n1c(-c2csc(NC(C)=O)n2)n[nH]c1=S	98	109	100	100	98	/	110	96
CCCCCCCCCCCCCCCC[N+](C)(C)CCCNS(=O)(=O)c1ccccc1[N+](=O)[O-]	/	105	107	105	113	101	96	99
COc1ccc(N=Cc2c(O)ccc3c2oc2cc(Cl)c(O)c(Cl)c23)cc1	95	141	96	96	76	108	84	89
COc1cc(C2CC(c3ccc(Cl)cc3)=NN2C=O)ccc1OCCN(C)C (stereo not drawn)	87	90	81	76	89	91	83	47
Cc1nccn1C	103	101	96	106	91	/	98	121
O=C1CC(c2ccc3c(c2)OCCO3)c2cnn(Cc3ccco3)c2N1 (stereo not drawn)	99	89	95	98	91	/	96	109
COc1ccc(Nc2ncnc3c2sc2ncccc23)cc1	109	109	100	99	101	/	101	114
CC1[C@H]2[C@H](C[C@H]3[C@@H]4CC=C5c6sc(Nc7ccc(Cl)cn7)nc6CC[C@]5(C)[C@H]4CC[C@@]32C)O[C@]12CC[C@@H](C)CO2 (stereo partly drawn)	92	108	91	75	88	87	60	86
Cc1ccc(C)n1/C=C/n1c(C)ccc1C	110	125	96	99	119	86	99	75
C[C@H]1C(=O)C23CCC1C[C@@]21O[C@@H]2C(C)(C)C=CC(=O)C23COC1=O	102	111	84	103	99	/	/	114
COc1cc(-c2nc(OC)c(C#N)c(N)c2C#N)cc(OC)c1OC	109	111	113	103	106	/	/	/
COc1ccc(/C=C2\CN(C(=O)CCN3CCC(=NO)CC3)C/C(=C\c3ccc(OC)cc3)C2=O)cc1	7.6*	-31*	36	-56*	23	28	-70*	89
CCOC(=O)C1=CC(=O)N2C(=NC(=O)C2CC(C)C)S1 (stereo not drawn)	/	99	109	99	112	91	94	82
NS(=O)(=O)c1cccc(Nc2nc(SCC(=O)c3ccccc3)nc3c2CCC3)c1	102	101	93	87	111	96	95	72
COc1cc(CO)ccc1OCc1ccccc1	104	95	/	98	/	/	98	/
COc1ccccc1/C=C/C(=O)c1ccc(B(O)O)cc1	108	101	71	103	86	82	99	91
O=C(O)c1cc(Br)cc(Br)c1NS(=O)(=O)c1ccccc1	110	117	97	/	93	/	103	/
Cc1oc2nc[nH]c(=O)c2c1C(=O)/C=C/c1ccc([N+](=O)[O-])cc1	84	96	96	94	/	98	81	79
N#Cc1c(-c2ccc(Cl)cc2)cc(-c2ccc(Br)s2)[nH]c1=O	97	107	95	89	102	101	69	82
COc1cc(CNS(=O)(=O)c2ccc(C)cc2)ccc1OCc1cn(-c2ccc(Cl)c(Cl)c2)nn1	98	99	103	99	104	89	96	94
O=C(c1ccccc1)c1ccc(Sc2ccccc2)cc1	87	98	106	93	111	82	88	101
NNC(=O)Cc1ccccc1	75	108	86	97	122	81	46	-18*
CC(=O)O[C@H]1CC[C@]2(C)[C@H]3CC=C4[C@@H]5CC(C)(C)CC[C@]5(C(=O)NCCCCNCCCN)CC[C@@]4(C)[C@]3(C)CC[C@H]2C1(C)C	95	108	89	100	103	102	87	88
COc1ccc(C(O)(CNC2CCCCC2)c2ccccc2)cc1 (stereo not drawn)	83	112	81	103	85	100	91	80
COC(=O)c1c(C)[nH]c2c3c(c(OC(C)=O)cc12)[C@H]1C[C@@H]2[C@@]4(C)CCCC(C)(C(=O)O)[C@@H]4CC[C@@]32C=C1C(C)C (stereo partly drawn)	98	98	55	89	104	76	91	95
O=C(CSc1nnnn1-c1ccccc1)c1cc2cc(Br)ccc2oc1=O	93	100	87	105	87	98	92	102
CC(C)OC(=O)CCCCCC1CCCCC1	110	111	103	113	110	121	105	72
CCOC(=O)c1sc(=S)[nH]c1C	108	106	100	102	103	102	101	88
COc1ccc(OC)c(/C=C2/C3=C([C@@H](c4cc(OC)ccc4OC)C(C#N)=C(N)O3)[C@H]3CCC2N3C)c1	96	109	92	92	103	93	93	76
COc1ccc(-c2cc(C(=O)N3CCC(Cc4ccccc4)CC3)nn2-c2ccc(S(C)(=O)=O)cc2)cc1OC	117	131	90	72	107	73	101	42
O=C(CCN1C(=O)/C(=C/c2ccccc2)SC1=S)Nc1ncc(Cc2ccccc2)s1	107	104	100	101	100	92	96	96
O=C(O)c1ccccc1Nc1cc(Cl)ccc1Cl	96	102	106	100	/	104	/	110
N#Cc1c(-c2ccco2)nc(SCc2cccc(C(=O)O)c2)[nH]c1=O	104	106	109	101	105	98	95	142
Cc1c(C(=O)/C=C/NCc2ccc(S(N)(=O)=O)cc2)sc2nc3ccccc3n12	104	106	95	101	102	86	90	106
Cc1ccc(Sc2nc(-c3ccccc3)oc2Sc2ccc(C)cc2)cc1	98	107	88	93	95	100	96	94
CCN(CC)CCC(=O)c1ccccc1	94	97	99	92	85	83	86	75
Cc1nc(C)c(CSC2N=C(c3ccc([N+](=O)[O-])cc3)c3cnn(-c4ccccc4)c3N2)nc1C (stereo not drawn)	98	100	108	97	109	89	75	82
OCCCCc1ccccc1	104	101	104	103	97	/	104	99
CCC(C)(C)C(=O)O[C@H]1C[C@@H](C)C=C2C=C[C@H](C)[C@H](CC[C@@H]3CC(SCC(=O)O)CC(=O)O3)[C@H]21 (stereo partly drawn)	95	107	84	92	73	108	97	74
N#Cc1ccc(/C=N/NC(=O)c2[nH]c3ccc(Br)cc3c2-c2ccccc2)o1	12	27	13	-65*	14	13	15	-2.8*
COc1ccc(/C=N/N=C(\C)c2nnn(-c3ccc([N+](=O)[O-])cc3)c2C)cc1OC	101	104	107	99	105	101	92	90
Cc1nn(-c2ccc(Cl)cc2)c2ncnc(NCCc3ccccc3)c12	/	109	104	106	111	81	87	49
CC(C)CCOC(=O)c1ccccc1	100	103	102	105	101	110	104	101
COc1ccc(NC(=O)COc2ccc(/C=C3/Oc4cc(OC)ccc4C3=O)cc2)cc1	103	119	92	100	96	99	82	95
Nc1ccc(/C=C/c2ccc([N+](=O)[O-])cc2S(=O)(=O)O)c(S(=O)(=O)O)c1	103	118	100	105	112	100	106	87
CCNc1nn2ccccc2c1/C=C(/C#N)C(=O)OCC	118	107	98	94	111	104	91	82
CCOC(=O)C1=C(C)N(c2ccc(C(C)=O)cc2)C2(O)C(Cl)=C(Cl)C(O)=C(C#N)C12C#N (stereo not drawn)	99	101	107	104	100	105	105	104
O=C(Cc1c[nH]c2ccccc12)N=Nc1c(O)[nH]c2ccc([N+](=O)[O-])cc12	95	97	98	101	105	96	94	91
Cc1cn([C@H]2C[C@H](F)[C@@H](CO[P@@](=O)(N[C@@H](C)C(=O)OC(C)C)Oc3ccccc3)O2)c(=O)[nH]c1=O	94	110	100	91	95	99	89	92
N#Cc1ccc(C(=O)CSc2nccc(Nc3ccc(S(N)(=O)=O)cc3)n2)cc1	100	109	104	100	107	107	99	104
CC(=O)Nc1cc(C)c(C)cc1[N+](=O)[O-]	116	119	90	101	97	99	109	106

Looked up above.
CCOC(=O)C1=C(C)N(c2ccc(C(C)=O)cc2)C2(O)C(Cl)=C(Cl)C(O)=C(C#N)C12C#N (stereo not drawn) in UACC-62: 105
O=C(Cc1c[nH]c2ccccc12)N=Nc1c(O)[nH]c2ccc([N+](=O)[O-])cc12 in UACC-257: 105
CC(=O)Nc1cc(C)c(C)cc1[N+](=O)[O-] in UACC-257: 97

A stretch of the results above, as a working copy:
SMILES	M14	SK-MEL-28	A549/ATCC	SK-MEL-5	UACC-257	EKVX	UACC-62	HOP-92
N#Cc1ccc(C(=O)CSc2nccc(Nc3ccc(S(N)(=O)=O)cc3)n2)cc1	100	109	104	100	107	107	99	104
CC(=O)Nc1cc(C)c(C)cc1[N+](=O)[O-]	116	119	90	101	97	99	109	106

No enrichment for hits; about 9.8% have a hit in one of these screens.
